mut p53 react: mutant p53 pathway reactivation; 28,000 compounds, 1.5% hits; activation, % at 9.98 µM; SW480 PUMA-promoter luciferase; in the data active means activation above about 52%; inconclusive means no clear call, values can overlap the other calls
STK33 kin inh: inhibitors of human STK33 kinase | ADP-Glo luminescence, MBP substrate | Q9BYT3 | 27,000 compounds, 0.44% hits | inhibition, % at 12.5 µM; in the data active means inhibition above about 20%; inconclusive means no clear call, values can overlap the other calls
Target sequence (Q9BYT3 whole entry, looked up): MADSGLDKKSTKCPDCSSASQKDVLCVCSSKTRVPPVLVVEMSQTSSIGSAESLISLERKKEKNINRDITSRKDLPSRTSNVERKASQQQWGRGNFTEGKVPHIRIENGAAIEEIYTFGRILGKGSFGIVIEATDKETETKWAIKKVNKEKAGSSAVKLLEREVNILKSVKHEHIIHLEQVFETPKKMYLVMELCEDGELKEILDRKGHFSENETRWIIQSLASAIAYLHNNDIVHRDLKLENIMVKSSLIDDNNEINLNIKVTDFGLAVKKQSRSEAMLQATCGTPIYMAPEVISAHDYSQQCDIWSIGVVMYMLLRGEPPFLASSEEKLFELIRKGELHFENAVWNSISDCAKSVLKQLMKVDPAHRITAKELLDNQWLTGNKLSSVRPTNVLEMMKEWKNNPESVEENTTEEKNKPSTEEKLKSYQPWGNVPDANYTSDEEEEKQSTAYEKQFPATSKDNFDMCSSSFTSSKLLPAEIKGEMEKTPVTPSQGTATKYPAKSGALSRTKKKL
Active calls of the source: *. The list is partial; rates above refer to the full screens.

Results for C[C@@H]1CN([C@@H](C)CO)C(=O)c2cc(NC(=O)CCC(F)(F)F)ccc2O[C@H]1CN(C)C(=O)Nc1ccc(C(F)(F)F)cc1 ?
mut p53 react: 1

What do the screens show for `COC(=O)c1sc(C(C)(C)C)cc1CS(=O)(=O)c1cc(C)c(Cl)cc1C`?
mut p53 react: 7

How did COc1ccc(Cl)cc1N(CC(=O)Nc1cccc(Cl)c1C)S(C)(=O)=O do in these assays?
mut p53 react: -18; STK33 kin inh: 6

How did O=C(Nc1ccc(F)cc1)c1ccccc1S(=O)(=O)c1ccccc1[N+](=O)[O-] do in these assays?
mut p53 react: 5; STK33 kin inh: 1

What do the screens show for `C[C@H]1CN([C@@H](C)CO)C(=O)Cc2cc(NC(=O)CCC(F)(F)F)ccc2O[C@H]1CN(C)C(=O)Nc1ccc(F)cc1`?
STK33 kin inh: -1

How did CC(C)=CCC1C(=O)C(=O)c2ccccc2C1=O (configuration not stated) do in these assays?
STK33 kin inh: 0

Results for O=C(O)c1cc(N(Cc2ccccc2O)Cc2cc(O)ccc2O)ccc1O ?
STK33 kin inh: -3

How did O=C1c2ccccc2[C@](Cc2ccccc2I)(C(=O)NCc2ccccc2)[C@H](c2ccc(CO)cc2)N1C1CCCCC1 do in these assays?
STK33 kin inh: 2

Results for Cc1ccc(S(=O)(=O)N(C)C[C@@H]2Oc3ccc(NC(=O)CCN4CCOCC4)cc3C(=O)N([C@@H](C)CO)C[C@@H]2C)cc1 ?
STK33 kin inh: 0

How did C[C@@H]1CN([C@H](C)CO)S(=O)(=O)c2ccc(-c3cccnc3)cc2O[C@@H]1CN(C)C(=O)c1ccc2c(c1)OCO2 do in these assays?
mut p53 react: 8

Results for Cc1ccc(S(=O)(=O)Nc2ccc3c(c2)C(=O)N([C@@H](C)CO)C[C@@H](C)[C@@H](CN(C)S(=O)(=O)c2cccs2)O3)cc1 ?
STK33 kin inh: 2

How did CC(=O)c1cccc(N(CC(=O)Nc2ccc(Br)cc2F)S(C)(=O)=O)c1 do in these assays?
mut p53 react: 6; STK33 kin inh: -2

What do the screens show for `C[C@@H]1CN([C@H](C)CO)C(=O)Cc2cc(NC(=O)C3CCCCC3)ccc2O[C@@H]1CN(C)S(=O)(=O)c1ccc(Cl)cc1`?
STK33 kin inh: inconclusive

What do the screens show for `C[C@H](CO)N1C[C@H](C)[C@@H](CN(C)C(=O)Nc2ccccc2)Oc2ccc(NC(=O)Nc3ccccc3)cc2CC1=O`?
mut p53 react: 3

How did C[C@@H]1CN([C@H](C)CO)C(=O)c2cc(C#C[C@@H](C)O)cnc2O[C@@H]1CN(C)C(=O)CN1CCOCC1 do in these assays?
mut p53 react: 8

How did C[C@@H]1CN([C@@H](C)CO)C(=O)Cc2cc(NS(=O)(=O)c3cccs3)ccc2O[C@@H]1CN(C)Cc1ccc(Cl)c(Cl)c1 do in these assays?
STK33 kin inh: 6

What do the screens show for `Nc1[nH]nc2nc3ccccc3nc12`?
mut p53 react: 64*

How did COc1ccc(NC(=O)Nc2ccc3c(c2)CC(=O)N([C@@H](C)CO)C[C@@H](C)[C@@H](CN(C)S(=O)(=O)c2cn(C)cn2)O3)cc1 do in these assays?
STK33 kin inh: -4

Results for C[C@@H]1CCCCO[C@H](CN(C)C(=O)c2ccncc2)[C@@H](C)CN([C@H](C)CO)C(=O)c2cc(NC(=O)c3ccccc3)ccc2O1 ?
STK33 kin inh: 1

What do the screens show for `O=C(OC[C@@]1(O)[C@H]2[C@H](O[C@@H]3O[C@H](CO)[C@@H](O)[C@H](O)[C@H]3O)OC=C[C@H]2[C@H](O)[C@H]1Cl)c1ccccc1`?
mut p53 react: 12; STK33 kin inh: 0

What do the screens show for `N#Cc1c(NC(=O)Cn2ccc([N+](=O)[O-])n2)sc2c1CCC2`?
mut p53 react: -3; STK33 kin inh: 2

Results for C[C@@H]1CN([C@H](C)CO)C(=O)Cc2cc(NC(=O)Cc3cn(C)c4ccccc34)ccc2O[C@H]1CN(C)Cc1ccccc1 ?
STK33 kin inh: -2

How did C[C@H]1CN([C@@H](C)CO)C(=O)Cc2cc(NC(=O)C3CC3)ccc2O[C@@H]1CN(C)C(=O)Nc1ccc(F)cc1 do in these assays?
mut p53 react: 0; STK33 kin inh: -1

What do the screens show for `COc1ccc([N+](=O)[O-])cc1NC(=O)CN(c1ccccc1Cl)S(C)(=O)=O`?
mut p53 react: -7; STK33 kin inh: -2

How did C[C@@H]1CN([C@@H](C)CO)C(=O)CCCn2nncc2CO[C@H]1CN(C)C(=O)Nc1ccc(N2CCCCC2)cc1 do in these assays?
STK33 kin inh: -4

Results for C[C@H](CO)N1C[C@H](C)[C@@H](CN(C)CC2CCOCC2)Oc2ncc(Br)cc2C1=O ?
mut p53 react: -1

What do the screens show for `C[C@@H]1CN([C@@H](C)CO)C(=O)c2cc(NC(=O)NC3CCCCC3)ccc2O[C@H]1CN(C)Cc1ccc(Oc2ccccc2)cc1`?
STK33 kin inh: 4

How did CCc1c(O)nc(SCC(N)=O)n(-c2ccccc2F)c1=O do in these assays?
mut p53 react: -13; STK33 kin inh: 1

What do the screens show for `C[C@@H]1CN([C@@H](C)CO)C(=O)CCCn2cc(nn2)CO[C@@H]1CN(C)Cc1ccc(C(F)(F)F)cc1`?
mut p53 react: 5; STK33 kin inh: -3

What do the screens show for `C[C@H]1CCCCO[C@H](CN(C)C(=O)NC2CCCCC2)[C@@H](C)CN([C@@H](C)CO)C(=O)c2cc(NC(=O)Nc3ccc(F)cc3)ccc2O1`?
mut p53 react: -64

What do the screens show for `Cc1noc(C)c1NC(=O)N(C)C[C@H]1OCCCC[C@@H](C)Oc2ccc(NC(=O)CCC(F)(F)F)cc2C(=O)N([C@H](C)CO)C[C@H]1C`?
mut p53 react: -5

What do the screens show for `Cn1c(SCC(=O)Nc2cc(C(F)(F)F)ccc2Cl)nnc1-c1ccc(Br)cc1`?
mut p53 react: -5; STK33 kin inh: -4

What do the screens show for `Cc1noc(C)c1S(=O)(=O)Nc1ccc2c(c1)CC(=O)N([C@H](C)CO)C[C@@H](C)[C@@H](CN(C)C(=O)Nc1ccc(F)cc1)O2`?
mut p53 react: -1; STK33 kin inh: 0

How did CC(C(=O)Nc1ccc(F)c(F)c1)N(c1ccc(Oc2ccccc2)cc1)S(C)(=O)=O (configuration not stated) do in these assays?
mut p53 react: -8; STK33 kin inh: 0

Results for C[C@@H]1CN([C@@H](C)CO)C(=O)c2cc(NS(=O)(=O)c3ccccc3)ccc2O[C@@H](C)CCCCO[C@@H]1CN(C)Cc1ccccc1 ?
mut p53 react: 0

What do the screens show for `C[C@H]1CN([C@@H](C)CO)C(=O)c2ccccc2-c2ccccc2CO[C@@H]1CN(C)C(=O)Cc1ccccc1`?
mut p53 react: 18

How did Cc1ccc(C)c(NC(=O)CSc2n[nH]c(-c3ccncc3)n2)c1 do in these assays?
mut p53 react: -14; STK33 kin inh: 3

What do the screens show for `C[C@H](CO)N1C[C@H](C)[C@H](CN(C)C(=O)CC2CC2)Oc2ncc(-c3ccc(C#N)cc3)cc2C1=O`?
mut p53 react: 4

Results for O=C(Nc1ccc(-c2nc3ccccc3o2)c(O)c1)c1cc(-n2cnnc2)ccc1Cl ?
mut p53 react: 39; STK33 kin inh: 2

What do the screens show for `O=C(CSc1nnc(-c2ccncc2)n1-c1ccc(Cl)cc1)Nc1ccc(F)cc1F`?
mut p53 react: -1; STK33 kin inh: 2

The list goes on, overlapping the part above by six compounds.
Results for C[C@@H]1CN([C@@H](C)CO)C(=O)c2cc(NS(=O)(=O)c3ccccc3)ccc2O[C@@H](C)CCCCO[C@@H]1CN(C)Cc1ccccc1 ?
mut p53 react: 0

What do the screens show for `C[C@H]1CN([C@@H](C)CO)C(=O)c2ccccc2-c2ccccc2CO[C@@H]1CN(C)C(=O)Cc1ccccc1`?
mut p53 react: 18

How did Cc1ccc(C)c(NC(=O)CSc2n[nH]c(-c3ccncc3)n2)c1 do in these assays?
mut p53 react: -14; STK33 kin inh: 3

What do the screens show for `C[C@H](CO)N1C[C@H](C)[C@H](CN(C)C(=O)CC2CC2)Oc2ncc(-c3ccc(C#N)cc3)cc2C1=O`?
mut p53 react: 4

Results for O=C(Nc1ccc(-c2nc3ccccc3o2)c(O)c1)c1cc(-n2cnnc2)ccc1Cl ?
mut p53 react: 39; STK33 kin inh: 2

What do the screens show for `O=C(CSc1nnc(-c2ccncc2)n1-c1ccc(Cl)cc1)Nc1ccc(F)cc1F`?
mut p53 react: -1; STK33 kin inh: 2

How did COc1ccc(NC(=O)Cc2nc(-c3cc4ccccc4oc3=O)cs2)cc1 do in these assays?
mut p53 react: 1; STK33 kin inh: 2

How did NC(=O)C1CCN(C(=O)CSc2ccccn2)CC1 do in these assays?
mut p53 react: -2; STK33 kin inh: -4

How did O=S(=O)(c1ccccc1)c1ccc(S(=O)(=O)N2CCCCC2)s1 do in these assays?
STK33 kin inh: 1

How did CC(C)NC(=O)Nc1ccc2c(c1)C(=O)N([C@H](C)CO)C[C@H](C)[C@H](CN(C)S(=O)(=O)c1cn(C)cn1)OCCCC[C@@H](C)O2 do in these assays?
mut p53 react: 4; STK33 kin inh: 2

What do the screens show for `COc1ccc(OC)c(S(=O)(=O)N(C)CC(=O)O)c1`?
mut p53 react: -18; STK33 kin inh: -1

What do the screens show for `CC(C)NC(=O)N(C)C[C@@H]1OCCCC[C@H](C)Oc2ccc(NS(C)(=O)=O)cc2C(=O)N([C@H](C)CO)C[C@@H]1C`?
mut p53 react: 11

What do the screens show for `CCN(CC)c1ccc(CNc2ccc3c(c2)ncn3C(C)(C)C)cc1`?
mut p53 react: -29

What do the screens show for `C[C@@H]1CN([C@@H](C)CO)C(=O)c2cc(NS(=O)(=O)c3cn(C)cn3)ccc2O[C@@H]1CN(C)S(=O)(=O)c1cccs1`?
STK33 kin inh: -1

How did C[C@H](CO)N1C[C@H](C)[C@H](CN(C)S(=O)(=O)c2cccs2)Oc2ccc(NC(=O)C3CCCCC3)cc2CC1=O do in these assays?
STK33 kin inh: -1

How did C[C@@H]1CN([C@H](C)CO)C(=O)Cc2cc(N(C)C)ccc2O[C@@H]1CN(C)Cc1ccncc1 do in these assays?
mut p53 react: 12; STK33 kin inh: -2

Results for Cc1nc(N)sc1-c1nnc(SCC(=O)Nc2ccccc2C(F)(F)F)n1C ?
mut p53 react: -6; STK33 kin inh: 4

What do the screens show for `Cc1ccc(S(=O)(=O)N(C)C[C@H]2Oc3ccc(NC(=O)C4CCCCC4)cc3C(=O)N([C@@H](C)CO)C[C@H]2C)cc1`?
STK33 kin inh: 2

What do the screens show for `C/C=C/c1cnc2c(c1)C(=O)N([C@@H](C)CO)C[C@H](C)[C@@H](CN(C)C(=O)Nc1ccc(C(F)(F)F)cc1)O2`?
mut p53 react: 1

What do the screens show for `C[C@@H]1CCCCO[C@H](CN(C)Cc2ccncc2)[C@@H](C)CN([C@H](C)CO)C(=O)c2cc(NS(=O)(=O)c3ccccc3)ccc2O1`?
mut p53 react: 5; STK33 kin inh: 5

What do the screens show for `C[C@@H]1CN([C@@H](C)CO)C(=O)c2cc(NC(=O)CCN3CCOCC3)ccc2O[C@H]1CN(C)Cc1ccc(C(=O)O)cc1`?
STK33 kin inh: 2

Results for COC(=O)c1c(C)nn(C(=O)c2ccc(C)cc2)c1-c1cc(C)on1 ?
mut p53 react: 13

What do the screens show for `Cc1cccc(-c2nnc(SCC(=O)Nc3cc(C(F)(F)F)cc(C(F)(F)F)c3)n2C)c1`?
mut p53 react: -10; STK33 kin inh: 2

Results for Cc1ccc(S(=O)(=O)N(C)C[C@@H]2Oc3ccc(NC(=O)C4CCCCC4)cc3CC(=O)N([C@H](C)CO)C[C@@H]2C)cc1 ?
STK33 kin inh: -1

What do the screens show for `Brc1cccc(CNc2nc3ccccc3n2CCN2CCOCC2)c1`?
mut p53 react: -16; STK33 kin inh: 4

How did COC(=O)c1sc(NC(=O)COc2ccc(C(C)C)cc2)c(C#N)c1C do in these assays?
mut p53 react: 3; STK33 kin inh: -2

Fetched by structure from the list above (2):
How did CC(=O)c1cccc(N(CC(=O)Nc2ccc(Br)cc2F)S(C)(=O)=O)c1 do in these assays?
mut p53 react: 6; STK33 kin inh: -2

What do the screens show for `Cn1c(SCC(=O)Nc2cc(C(F)(F)F)ccc2Cl)nnc1-c1ccc(Br)cc1`?
mut p53 react: -5; STK33 kin inh: -4

More records follow.
How did CCc1ccc(C(Nc2ccccn2)c2cc(Cl)c3cccnc3c2O)cc1 (configuration not stated) do in these assays?
mut p53 react: -79; STK33 kin inh: 5

Results for COc1ccc(NC(=O)Nc2ccc3c(c2)C(=O)N([C@@H](C)CO)C[C@H](C)[C@@H](CN(C)Cc2ccc(-c4ccccc4)cc2)O3)cc1 ?
STK33 kin inh: 4

What do the screens show for `C[C@@H]1CCCCO[C@@H](CN(C)C(=O)Nc2ccc3c(c2)OCO3)[C@H](C)CN([C@H](C)CO)C(=O)c2cc(NC(=O)Nc3ccc4c(c3)OCO4)ccc2O1`?
mut p53 react: -41

Results for Cc1c(Cl)cccc1NC(=O)CN(c1ccc(F)cc1)S(C)(=O)=O ?
mut p53 react: -14; STK33 kin inh: -9

What do the screens show for `Cc1noc(C)c1NC(=O)N(C)C[C@H]1Oc2ccc(NC(=O)Nc3ccc(F)cc3)cc2CC(=O)N([C@@H](C)CO)C[C@H]1C`?
mut p53 react: 10; STK33 kin inh: -2

Results for C[C@@H]1CN([C@H](C)CO)C(=O)Cc2cc(NC(=O)Nc3ccc(F)cc3)ccc2O[C@@H]1CN(C)Cc1ccc(-c2ccccc2)cc1 ?
STK33 kin inh: 4

How did C/C=C/[C@H](CCn1cc(CCO)nn1)[Si](C)(C)c1ccc(OC)cc1 do in these assays?
STK33 kin inh: 0

What do the screens show for `CCc1ccc2c(c1)C(O)(CC(=O)c1ccco1)C(=O)N2` (configuration not stated)?
mut p53 react: -11; STK33 kin inh: 1

Results for NC(=O)[C@]1(CCS(=O)(=O)c2ccccc2)N=C(c2ccc(OCCCO)cc2)O[C@@H]1c1ccccc1 ?
STK33 kin inh: -3

How did CNC[C@H]1OCCCC[C@@H](C)Oc2ccc(NS(=O)(=O)c3ccccc3)cc2C(=O)N([C@H](C)CO)C[C@H]1C do in these assays?
mut p53 react: 5

Results for C[C@@H]1CN([C@@H](C)CO)C(=O)c2cc(C#CC(C)(C)O)cnc2O[C@@H]1CN(C)Cc1cccc(F)c1 ?
mut p53 react: 7

Results for COc1ccc(CCNc2nc(N3CCOCC3)nc(N3CCOCC3)n2)cc1OC ?
mut p53 react: -4; STK33 kin inh: -1

Screening data: PubChem BioAssay, Broad Institute
